EphA4 KYL inhibition: inhibitors of EphA4 binding to KYL peptide, primary screen, biochemical, colorimetric, mouse EphA4 (AID 689). EphA4-AP binding to KYL peptide, pNPP A405; higher % means a stronger effect. inhibition, % at 10 µM; hits with a dose series show IC50 in µM. 62,000 tested, 0.1% active; in the data active means a potency from the dose series; inactive means the rest, 99 in 100 with inhibition below about 22%
The depositor's hits bear a star.

SMILES	EphA4 KYL inhibition
Cc1ccc(CNC(=O)CSc2nc3n[nH]c(C)c3c(=N)n2-c2cccc(C)c2)cc1	6%
COc1ccc(CC(=O)Nc2c3c(nn2-c2cccc(C)c2C)CS(=O)C3)cc1OC (stereo not drawn)	-7%
COCC(C)OC(=O)C(C#N)c1nc2ccccc2nc1N1CCN(Cc2ccccc2)CC1 (stereo not drawn)	8%
CCOC(=O)Cc1c(C)c2ccc(N(CC)CC)cc2oc1=O	3%
Cc1cc(C2(c3ccc(O)c(C)c3)C(=O)Nc3ccccc32)ccc1O	-22%
CCOc1ccc2nc(NC(=O)c3cccc(Br)c3)sc2c1	-5%
C/C(=N\S(=O)(=O)c1ccc(C)cc1)N1CCN(S(=O)(=O)c2ccccc2)C1	6%
Nc1c(C(=O)NC2CCCC2)c2nc3ccccc3nc2n1N	-19%
CCOc1ncccc1C(=O)OCC(=O)c1ccc[nH]1	-2%
Cc1oc2c(CN3CC4(C)CC3CC(C)(C)C4)c(O)ccc2c(=O)c1-c1nc2ccccc2s1 (stereo not drawn)	-6%
CSC1=NCCN1C(=O)Cc1ccc(F)cc1	-9%
CCC(C)N(C(=O)COC(=O)c1[nH]c(C)c(C(C)=O)c1C)C1CCS(=O)(=O)C1 (stereo not drawn)	1%
N=c1c(C(=O)NCc2ccco2)cc2c(=O)n3ccccc3nc2n1Cc1ccc(Cl)cc1	24%
Cn1nc(-c2ccccc2)c2nc3ccccc3nc21	45%
Cc1cc(C)c2c(N)c(S(=O)(=O)Cc3ccccc3)sc2n1	-23%
O=C(NCc1cccnc1)/C(=C/c1cccc(Oc2ccccc2)c1)NC(=O)c1ccccc1	3%
COc1ccc(NC(=O)c2ccc(C)c([N+](=O)[O-])c2)cc1	0%
CCSC(C)CC1C/C(=N/O)c2c(C)noc2C1 (stereo not drawn)	1%
CCn1nc(C(=O)N[C@@H](CCSC)c2nc3ccccc3[nH]2)c2ccccc2c1=O	3%
CCOc1ccc(NC(=O)CS(=O)CC(=O)NC2CCCc3ccccc32)cc1 (stereo not drawn)	-1%
Cc1ccc(CN(C(=O)c2cc3ccccc3oc2=O)C2CCS(=O)(=O)C2)cc1 (stereo not drawn)	-11%
CCOC(=O)c1ccc(NC(=O)COc2ccc(S(=O)(=O)NC(C)CC)cc2)cc1 (stereo not drawn)	8%
O=C(c1cc2ccccc2oc1=O)N(Cc1ccccc1)C1CCS(=O)(=O)C1 (stereo not drawn)	-3%
O=c1[nH]c(CN2CCN(c3ccccc3O)CC2)nc2ccccc12	-11%
Cc1cc(S(=O)(=O)N2CCCC2C(=O)N2CCOCC2)c(C)cc1Cl (stereo not drawn)	-10%
Going on with the list:
SMILES	EphA4 KYL inhibition
C=CCSc1nnc2c(n1)[nH]c1c(C)cccc12	-1%
COc1ccc(-c2nc(CS(=O)CC(=O)NC3CCCc4ccccc43)c(C)o2)cc1OC (stereo not drawn)	-9%
COc1ccc(N2C(=O)C3CCCN3C2c2ccc(Cl)cc2)cc1 (stereo not drawn)	8%
Cc1cccc(Cn2ccc(-c3ccc(Cl)cc3)c(C#N)c2=O)c1	-9%
CCOc1cc(/C=C2/C(=N)N3C=CSC3=NC2=O)ccc1OCCCOc1ccccc1C	-22%
CC(NS(=O)(=O)c1ccc([N+](=O)[O-])cc1)C(=O)O (stereo not drawn)	-13%
O=C(CNCCC1=CCCCC1)Nc1ccc(N2CCCCCC2)cc1	14%
CCOC(=O)c1ccc(NC(=O)CC2NCCNC2=O)cc1 (stereo not drawn)	-10%
CCCCNC(=O)/C(=C/c1ccc(Cl)cc1)NC(=O)c1ccc(OC)cc1	2%
COc1ccc(CCNC(=O)CSc2nnc(CNC(=O)c3ccco3)o2)cc1OC	1%
CCOC(=O)C1CCN(C(=O)c2sc3nc(-c4ccccc4)cn3c2C)CC1	5%
COc1cccc(/C=N/n2c(C)nc3ccccc3c2=O)c1O	-6%
O=C(NC(=S)N(Cc1ccccc1)Cc1ccccc1)c1ccccc1F	-4%
CCCn1c2ccc(/C(C)=N\O)cc2c2cc(/C(C)=N/O)ccc21	-2%
O=S(=O)(Cc1ccccc1)NCC1CCCO1 (stereo not drawn)	-3%
O=C1NC(=O)N(c2cccc(F)c2)C(=O)/C1=C/c1ccc(Oc2ccc([N+](=O)[O-])cn2)cc1	3%
Cn1c(=O)cc(SCC(=O)NCCCN2CCN(c3ccccc3F)CC2)c2ccccc21	-6%
O=c1[nH]c(=O)n(Cc2ccccc2)c(O)c1/C=C1\C=CC=N1	9%
CN(C)c1ncnc2c1NC1=C(S2)C(=NCCCC(=O)O)CC(C)(C)C1	4%
CCOC(=O)N1CCN(C(=O)CN(C2CCCCC2)S(=O)(=O)c2c(C)cc(C)cc2C)CC1	1%
COc1ccc(-n2nc3ccccc3n2)cc1	2%
CCOC(=O)C1=C(C)N=c2s/c(=C/c3c[nH]c4ccccc34)c(=O)n2C1c1ccc(F)cc1 (stereo not drawn)	20%
CN(CC(=O)NCc1ccco1)S(=O)(=O)c1cccc2cccnc12	-5%
NC(=O)CN1C(=O)C2C3c4ccccc4C(c4ccccc43)C2C1=O (stereo not drawn)	-11%
Cc1ccc(C2Nc3ccccc3C(=O)N2Cc2ccccc2)cc1 (stereo not drawn)	-8%

Some values from the results shown.
In EphA4 KYL inhibition, O=C(NC(=S)N(Cc1ccccc1)Cc1ccccc1)c1ccccc1F is listed with -4%
In EphA4 KYL inhibition, CCOC(=O)c1ccc(NC(=O)CC2NCCNC2=O)cc1 (stereo not drawn) is listed with -10%

(further entries)
SMILES	EphA4 KYL inhibition
Cc1ccc(-n2c(=O)[nH]c3cc(C(=O)NC4CCN(Cc5ccccc5)CC4)ccc3c2=O)cc1	-13%
COc1cccc(CN2CCCC(C(=O)N3CCCCC3)C2)c1OC (stereo not drawn)	-4%
O=C1NC(=Nc2cccnc2)S/C1=C\c1cccc(F)c1	5%
CCOC(=O)CSC1=C(C#N)C(c2sccc2C)C(C(C)=O)=C(C)N1 (stereo not drawn)	-21%
O=C(NCCOC(=O)c1ccc(C(=O)OCCNC(=O)c2cccnc2)s1)c1cccnc1	4%
COCCn1c(SCC(=O)NCc2ccco2)nc2cccnc21	-28%
CCOC(=O)C1CCN(S(=O)(=O)c2ccc(-c3nc4ccccc4s3)s2)CC1	0%
CCCCn1nc2cc(C(=O)NCc3ccc(OC(F)(F)F)cc3)ccc2c1OC	-13%
CC(=O)Oc1ccc(-c2cccc(C(=O)N3CCOCC3)c2)cc1	-6%
CC(C)CNC(=O)c1ccccc1NC(=O)C(c1ccccc1)c1ccccc1	-5%
N/C(=N\OC(=O)Nc1ccccc1)c1ncc(C(F)(F)F)cc1Cl	-8%
CCOc1ccccc1NC(=O)c1ccccc1-c1nc(-c2ccccc2)no1	-2%
Cc1nnc(SCC(=O)N2CCN(S(=O)(=O)c3ccc(Cl)cc3)CC2)[nH]c1=O	-9%
CS(=O)(=O)Nc1cccc(C2=NN(S(=O)(=O)c3ccccc3)C(c3cccs3)C2)c1 (stereo not drawn)	-2%
O=C(Cn1c(-c2ccccc2)noc1=O)Nc1ccc(N2CCCCCC2)cc1	-9%
Cc1ccc(C(=O)CC2(O)C(=O)Nc3ccccc32)s1 (stereo not drawn)	13%
Cc1cc(NC(=O)c2cccc(S(=O)(=O)N3CCOCC3)c2)c2ccccc2n1	0%
COc1ccc(-c2cc3ccccc3oc2=O)cc1NC(=O)c1cccnc1	-8%
CCOC(=O)C(CC)P(=O)(c1ccccc1)c1ccccc1 (stereo not drawn)	-7%
O=C(NCCCN1CCOCC1)/C(=C/c1cccs1)NC(=O)c1ccccc1	-1%
CC1=C(C(=O)O)N2C(=O)C(NC(=O)c3ccn(C)n3)C2SC1 (stereo not drawn)	8%
N#CC1C(=O)NC(N2CCN(c3ccccc3)CC2)=NC12CCCCC2 (stereo not drawn)	-13%
CCOC(=O)c1c(-c2ccccc2)oc2ccc(OC(=O)c3ccc(OC)c(OC)c3)cc12	-12%
O=C(NNC(=O)c1ccco1)c1cccc([N+](=O)[O-])c1	2%
O=C(NC(Cc1c[nH]c2ccccc12)c1nnc2n1CCCCC2)c1ccccc1Cl (stereo not drawn)	1%
Following part:
SMILES	EphA4 KYL inhibition
Cc1ccc(NC(=O)c2cc(N3C(=O)C4CC=CCC4C3=O)ccc2N2CCCCC2)cc1 (stereo not drawn)	-9%
COc1ccc(C(=O)NNc2ccccc2)cc1OC	1%
CC(C)Oc1ccc(C(=O)N(CN2CCCC2=O)c2ccc(F)cc2)cc1	-3%
O=c1oc2c3c4c(cc2cc1CCO)CCCN4CCC3	15%
Cc1ccc(-n2c(Cc3cccn3C)nnc2SCC(N)=O)cc1	-12%
CCOC(=O)c1cccnc1SCC(=O)N(C)c1ccccc1	-11%
CCOc1ccc(C(O)C(CN2CCOCC2)c2ccccc2)cc1 (stereo not drawn)	-2%
COc1ccccc1NC(=S)NC(=O)C(C)C	-5%
CCOc1ccc(N(CC(=O)NC)S(C)(=O)=O)cc1	-6%
Cc1ccc(-n2c(C)nc3c(cnn3-c3ccc(C)c(C)c3)c2=O)cc1C	4%
O=C(CSc1cccc(C(F)(F)F)c1)NC(=O)NCc1ccco1	-5%
O=C(O)c1ccc(CNC(=O)c2ccc(Br)o2)cc1	-7%
C=CCn1c(C)cc(C(=O)CSc2nnc(NC(C)C)s2)c1C	-20%
Cn1c(N)c(C(=O)c2cc(-c3ccccn3)nc3ccccc23)c(=O)[nH]c1=O	-10%
Cc1cc(=O)[nH]c(SCc2cc(Cl)ccc2OC(F)F)n1	-3%
O=C(CCN1CCOCC1)c1ccccc1	-11%
CCOC(=O)N1CCN(Cc2cc(=O)oc3ccc(Cl)cc23)CC1	-19%
COc1cc2c(cc1OC)C(C(=O)Nc1ccc3c(c1)OCCO3)C(c1cccnc1)N(C)C2=O (stereo not drawn)	-5%
CCP(=O)(CC)C(C)(C)CP(=O)(c1ccccc1)c1ccccc1	-3%
Cn1c(=O)[nH]c(=O)c2c1nc(N1CCCCCC1)n2CC(=O)c1ccccc1	-10%
CCOc1ccc(S(=O)(=O)Nc2cc(Sc3ncn[nH]3)c3oc(=O)sc3c2)cc1	-9%
CCOC(=O)c1[nH]c2ccc(OC)cc2c1NS(=O)(=O)c1ccc(OC)cc1OC	-29%
Fc1ccc2c(c1)C(c1ccncc1)=NNC(c1ccc(Cl)cc1)=N2	-13%
O=C(CN(CCN1CCOCC1)C(=O)Cn1nnc(-c2ccc(F)cc2)n1)NC1CCCCC1	-2%
CC1CCCCN1S(=O)(=O)c1ccc(S(=O)(=O)N2CCN(c3ccc(F)cc3)CC2)cc1 (stereo not drawn)	6%

Some of these compounds in order of heavy-atom count, ascending.
SMILES	EphA4 KYL inhibition
O=C(CCN1CCOCC1)c1ccccc1	-11%
COc1ccccc1NC(=S)NC(=O)C(C)C	-5%
CCOc1ccc(N(CC(=O)NC)S(C)(=O)=O)cc1	-6%
COc1ccc(C(=O)NNc2ccccc2)cc1OC	1%
Cc1cc(=O)[nH]c(SCc2cc(Cl)ccc2OC(F)F)n1	-3%
CCOC(=O)c1cccnc1SCC(=O)N(C)c1ccccc1	-11%
CCOC(=O)N1CCN(Cc2cc(=O)oc3ccc(Cl)cc23)CC1	-19%
Fc1ccc2c(c1)C(c1ccncc1)=NNC(c1ccc(Cl)cc1)=N2	-13%
CC(C)Oc1ccc(C(=O)N(CN2CCCC2=O)c2ccc(F)cc2)cc1	-3%
Cn1c(=O)[nH]c(=O)c2c1nc(N1CCCCCC1)n2CC(=O)c1ccccc1	-10%
CCOc1ccc(S(=O)(=O)Nc2cc(Sc3ncn[nH]3)c3oc(=O)sc3c2)cc1	-9%
CCOC(=O)c1[nH]c2ccc(OC)cc2c1NS(=O)(=O)c1ccc(OC)cc1OC	-29%
O=C(NC(Cc1c[nH]c2ccccc12)c1nnc2n1CCCCC2)c1ccccc1Cl (stereo not drawn)	1%
CC1CCCCN1S(=O)(=O)c1ccc(S(=O)(=O)N2CCN(c3ccc(F)cc3)CC2)cc1 (stereo not drawn)	6%
Cc1ccc(NC(=O)c2cc(N3C(=O)C4CC=CCC4C3=O)ccc2N2CCCCC2)cc1 (stereo not drawn)	-9%
O=C(CN(CCN1CCOCC1)C(=O)Cn1nnc(-c2ccc(F)cc2)n1)NC1CCCCC1	-2%
COc1cc2c(cc1OC)C(C(=O)Nc1ccc3c(c1)OCCO3)C(c1cccnc1)N(C)C2=O (stereo not drawn)	-5%

Further records
SMILES	EphA4 KYL inhibition
CCN(CC)P1(=O)OC(c2cc(OC)c(OC)c(OC)c2)=Nc2c1c(C)nn2-c1ccccc1 (stereo not drawn)	2%
CCOc1ccc(C(=O)Nc2ccc3c4c(cccc24)CC3)cc1[N+](=O)[O-]	-3%
Cc1cc(-c2ccccc2)nc(N2CCC(C(=O)NC(C)C)CC2)n1	-10%
CCc1cccc(C)c1NC(=O)C1=C(C(=O)O)CCCC1	-3%
CCOC(=O)N1CCN(C(=O)CSc2nnc(-c3cccs3)o2)CC1	-7%
S=C(NCCC(c1ccccc1)c1ccccc1)Nc1cccc(Cl)c1	-4%
O=c1c2ccccc2nc2n1CCCN2	-12%
COc1cccc(-c2nnc(SCC(=O)OC(C)C)n2Cc2ccco2)c1	-8%
COC(=O)c1ccc(COC(=O)c2ccc(-n3cnnn3)cc2)o1	5%
COc1cc2c(cc1OC)CN(C(=O)c1cc(=O)c3ccccc3o1)CC2	-26%
COCCCNCC(=O)c1c(N)n(Cc2ccccc2)c(=O)n(C)c1=O	-20%
COc1cc(CNCCCN2CCOCC2)ccc1OCC(=O)Nc1cccc(C(F)(F)F)c1	-6%
Cc1cccc(NC(=O)CCN2C(=O)C3C4CCC(C4)C3C2=O)c1C (stereo not drawn)	0%
Cc1cc(C)nc(N2CCCC(C(=O)NCCc3ccccc3F)C2)n1 (stereo not drawn)	-9%
Cc1cc(=O)[nH]c(SCCCOc2ccc3c(c2)CCC3)n1	-13%
COc1ccc2oc(-c3ccc(Cl)cc3)cc(=O)c2c1	-10%
Clc1ccccc1-c1nc(N/N=C/c2cccnc2)c2ccccc2n1	-6%
c1ccc(OCc2nn3c(-c4n[nH]c5c4CCC5)nnc3s2)cc1	24%
c1ccc(Cn2nnnc2C(c2cccnc2)N2CCN(c3ccccc3)CC2)cc1 (stereo not drawn)	-21%

Source: PubChem BioAssay

An excerpt; the hit share may differ from the screen's.
